# APEX1 inh = APE1 (human) endonuclease inhibition. Potency, µM (series often up to 65.8 µM), for the others: at the highest dose activity change, negative = inhibition, most hits filed as inhibitors. P27695. recombinant APE1, TAMRA/BHQ-2 abasic DNA cleavage fluorescence. AID 2517. 350,000 tested, 0.35% active;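 note: plate controls were vehicle for no effect and reference inhibitor for full effect; nearly all actives have a fitted effect of over 55% in size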
#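 Quantitative HTS: incision of a TAMRA/BHQ-2 double-stranded substrate bearing a tetrahydrofuran abasic site by 0.75 nM APE1 raises fluorescence. Substrate 50 nM final, added after 15 min compound preincubation at room temperature; progress as third-minus-first kinetic read difference.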
# POLK inh = DNA polymerase kappa (human) inhibition | purified Pol kappa, fluorescent DNA synthesis assay, 10 min | Potency, µM (highest dose often 107 µM), for the others: top-dose activity, negative = inhibition, most hits filed as inhibitors | 400,000 tested, 0.53% active; note: % is set by controls: 0 for no effect and ±100 for the full control effect
#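 10 nM Pol kappa preincubated 15 min at room temperature with compounds, then reaction started with substrate at 50 nM final. Fluorescence read kinetically at 0 and 10 min; buffer-only wells served as negative control.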
# Pol beta inh = blocks human DNA polymerase beta activity; P06746; Pol beta primer extension/strand displacement, fluorescence kinetic; Potency, µM (series often up to 114 µM), inactives show at the top dose activity change, negative = inhibition, most hits filed as inhibitors; 340,000 tested, 1.3% active; AID 485314; note: % is set by controls: 0 for no effect and ±100 for the full control effect
#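 Pol beta (10 nM) and compounds were preincubated 15 min at room temperature, then 50 nM substrate (final) started primer extension/strand displacement. Reads were taken at 0 and 10 min; concentration-response data were fitted to a four-parameter Hill equation.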
# Pol iota inh = inhibitors of human DNA polymerase iota. AID 588590. Q9UNA4. Potency, µM (titrated, usually from 115 µM), inactives show top-dose activity, negative = inhibition, actives largely listed as inhibitors. Pol iota fluorescent replication assay, 10 min. 390,000 tested, 1% active
#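 Pol iota at 10 nM preincubated 15 min with compounds at room temperature; reaction started with fluorescent substrate, 50 nM final. Fluorescence read kinetically at 0 and 10 min; buffer-only wells as negative control.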
# BLM helicase inh = blocks DNA unwinding by human BLM helicase; P54132; recombinant BLM DNA unwinding, fluorescence dequenching; Potency, µM (highest dose often 56.1 µM), for the others: top-dose activity change, negative = inhibition, most hits filed as inhibitors; 350,000 tested, 0.2% active;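 note: plate controls were vehicle for no effect and no enzyme for full effect; nearly all actives have a fitted effect of over 35% in size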
# BAZ2B inh = BAZ2B (human) inhibition. Q9UIF8. AlphaScreen BAZ2B-H3K14Ac peptide displacement. Potency, µM (titrated, usually from 114 µM), inactives show at the highest dose activity change, negative = inhibition, usual class: inhibitors. 360,000 tested, 4.4% active. AID 504333; note: % is set by controls: 0 for no effect and ±100 for the full control effect; nearly all actives have a fitted effect of over 60% in size
#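 In this displacement format the biotinylated H3(5-23) peptide acetylated at Lys14 serves as ligand at 50 nM, with BAZ2B at 50 nM in PBS pH 7.4 containing 0.01% Tween-20. Donor and acceptor beads are 10 ug/mL final.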
# POLH inh = DNA polymerase eta (human) inhibition; Q9Y253; recombinant Pol eta, fluorescent DNA replication assay; Potency, µM (titrated, usually from 114 µM), for the others: top-dose activity change, negative = inhibition, hits mostly inhibitors; 390,000 tested, 1.2% active; note: % is set by controls: 0 for no effect and ±100 for the full control effect
# Target sequence (Q9Y253 whole entry, looked up): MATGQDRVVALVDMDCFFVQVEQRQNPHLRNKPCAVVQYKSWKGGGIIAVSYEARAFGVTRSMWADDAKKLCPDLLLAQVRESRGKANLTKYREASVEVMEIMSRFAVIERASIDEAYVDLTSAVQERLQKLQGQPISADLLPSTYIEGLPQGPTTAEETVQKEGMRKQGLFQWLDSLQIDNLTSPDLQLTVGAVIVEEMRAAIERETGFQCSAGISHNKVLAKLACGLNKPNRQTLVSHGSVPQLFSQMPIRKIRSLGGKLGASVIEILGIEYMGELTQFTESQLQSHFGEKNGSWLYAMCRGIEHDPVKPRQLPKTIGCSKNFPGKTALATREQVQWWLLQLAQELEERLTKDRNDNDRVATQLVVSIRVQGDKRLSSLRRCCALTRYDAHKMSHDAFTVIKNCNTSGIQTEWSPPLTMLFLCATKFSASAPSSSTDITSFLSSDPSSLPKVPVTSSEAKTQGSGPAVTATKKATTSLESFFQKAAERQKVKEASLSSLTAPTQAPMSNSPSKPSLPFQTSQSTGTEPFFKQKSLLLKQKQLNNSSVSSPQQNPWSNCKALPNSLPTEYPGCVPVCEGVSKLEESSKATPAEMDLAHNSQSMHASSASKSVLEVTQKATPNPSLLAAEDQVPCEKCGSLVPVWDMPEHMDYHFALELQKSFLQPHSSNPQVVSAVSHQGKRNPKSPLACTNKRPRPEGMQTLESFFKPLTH
#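 Pol eta at 10 nM preincubated with compounds 15 min at room temperature; reaction started with fluorescent substrate (50 nM final) and read kinetically at 0 and 10 min.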
# Apoferritin bind = candidate novel general anesthetic via apoferritin binding | apoferritin/1-aminoanthracene competitive binding, fluorescence | Potency, µM (series often up to 77.5 µM), for the others: at the highest dose activity change, negative = displacement, most hits filed as inhibitors | 350,000 tested, 0.074% active; note: % is set by controls: 0 for no effect and ±100 for the full control effect; nearly all actives have a fitted effect of over 20% in size
# Target sequence (P02791 2-175 limits assumed): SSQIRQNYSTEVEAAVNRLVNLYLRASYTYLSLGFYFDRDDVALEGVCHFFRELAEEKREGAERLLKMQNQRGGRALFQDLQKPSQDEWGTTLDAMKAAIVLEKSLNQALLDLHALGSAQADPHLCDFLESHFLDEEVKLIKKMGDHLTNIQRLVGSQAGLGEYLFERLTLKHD
#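 Read-out: endpoint 1-AMA fluorescence, excitation 380 nm and emission 535 nm, after compounds sit 10 min at room temperature with 10 uM horse-spleen apoferritin in 50% saturated 1-AMA/PBS. Values come from four-parameter Hill fits.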
# G9a inh = G9a (human) methyltransferase inhibition; Q96KQ7; G9a H3K9 monomethylation, AlphaScreen, 2 h; Potency, µM (series often up to 102 µM), for inactives: top-dose activity, negative = inhibition, actives largely listed as inhibitors; 350,000 tested, 8.8% active; note: % is set by controls: 0 for no effect and ±100 for the full control effect; nearly all actives have a fitted effect of over 75% in size
#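 Enzyme 20 nM + cpd, 15 min RT; add b-H3K9 pep 500 nM / SAM 20 uM; 2 h RT; anti-H3K9me1 Ab 0.5 ug/mL + SA donor / anti-rabbit acceptor beads 20 ug/mL each, 10 min; AlphaScreen read.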
# Active calls of the source: *; ? = inconclusive; · = no result given; & = joins results of further samples; [ ] = remark or other dose. Calls come from the whole dose curve; as a rule, active = well fitted curve in the direction sought with a large enough effect; inconclusive = small, poorly fitted or top-dose-only effect, or another doubt; inactive = no such curve, though single readings can be large; an effect the other way counts as inactive or inconclusive. Potency is the fitted concentration of half-maximal effect. A portion of the library (hit frequency here may not be typical).
(1) O=C(c1ccc(Cl)cc1)c1cc(-c2ccccn2)c(N2CCOCC2)s1
(2) O=C(Cn1cnc2ccccc2c1=O)Nc1ccc2c(c1)OCO2
(3) FC(F)(F)c1cc(-c2cccs2)nc2cc(-c3ccccc3)nn12
(4) Cc1ccc(C(=O)N/C(=C\c2cccs2)C(=O)NCc2cccnc2)cc1
(5) Cc1nnc(NC(=O)CSc2nnc(CC(=O)Nc3ccccc3Cl)n2C)s1
(6) CC(C)NC(=O)c1ccc(Cl)cc1Cl
(7) CCOc1ccc(-c2ccc(NS(=O)(=O)c3cc([N+](=O)[O-])c(C)c([N+](=O)[O-])c3)cc2)nn1
(8) Cc1sc2nc(CSCC(=O)Nc3ccc(C(F)(F)F)cc3)[nH]c(=O)c2c1C

compound no.	1	2	3	4	5	6	7	8
APEX1 inh	-4%	-2%	1%	4%	-11%	1%	36%[activator]	3%
POLK inh	-4%	-10%	-4%	-1%	-8%	-3%	1%	-7%
Pol beta inh	26%	17%	0%	5%	4%	2%	?	·
Pol iota inh	6%	22%	-2%	12%	105%[activator]	33%[activator]	-14%	24%
BLM helicase inh	-4%	-4%	0%	0%	1%	-2%	-5%	·
BAZ2B inh	37%[activator]	-15%	22%	27%	7%	-14%	-37%	8%
POLH inh	4%	-11%	-19%	-8%	-1%	-18%	-11%	-10%
Apoferritin bind	-8%	-13%	-4%	5%	34%[activator]	-3%	?	·
G9a inh	234%[activator][59 µM]	-5%[59 µM]	17%[59 µM]	63%[activator][59 µM]	72%[activator]	-27%	?	-6%[2.33 µM]

(9) CCOC(=O)C1=C(C)NC(=S)NC1c1cccc(O)c1 (configuration not stated)
(10) CCOc1ccccc1C(=O)NN1C(=O)CCC1=O
(11) O=C(Nc1ccc(Cl)cn1)C1CCCN(c2ncnc3c2nc2n3CCCCC2)C1 (configuration not stated)
(12) CCOC(=O)[C@H]1[C@H]2COc3cc(OC)ccc3[C@@H]2N2C(=O)CN(Cc3ccc(Cl)cc3)C(=O)[C@@]12C
(13) CN(CC(=O)Nc1ccccc1Br)C(=O)C(Cc1ccccc1)NC(=O)c1ccccc1 (configuration not stated)
(14) O=C(c1ccc(F)cc1)N1c2ncnn2C2(CCCCC2)[C@@H]2CCCC[C@@H]21
(15) CCCNC(=O)c1n[nH]c(=O)c2ccccc12
(16) CC(=O)c1cccc(NC(=O)Cn2nc(-c3ccc(Cl)cc3)ccc2=O)c1

compound no.	9	10	11	12	13	14	15	16
APEX1 inh	-3%&-2%&1%	1%	71%	-12%	-6%	·	3%	-4%
POLK inh	16%[60.1 µM]	5%	7%	-18%	-5%	-2%	-5%	-2%
Pol beta inh	·	31%	30%	·	60%	-6%	-14%	3%
Pol iota inh	·	2%	5%	15%	5%	1%	11%	0%
BLM helicase inh	1%&-4%&2%	-12%	1%	·	-5%	-5%	-16%	-5%
BAZ2B inh	·	-2%	-34%	·	-12%	-20%	8%	-18%
POLH inh	·	-15%	-16%	-26%	-24%	-1%	-11%	-1%
Apoferritin bind	2%&-16%	-5%	-2%	·	-13%	4%	-5%	?
G9a inh	·	28%	-39%	·	·	-20%[59 µM]	1%	?

(17) Cc1ccccc1-n1c(N)c(C(=O)Nc2ccc(F)cc2)sc1=S
(18) COC(=O)c1[nH]c2ccc(Cl)cc2c1NC(=O)CN1CCc2cc(OC)c(OC)cc2C1
(19) COc1ccc(CCN(C)C2CCCN(C(=O)CCC(F)(F)F)C2)cc1OC (configuration not stated)
(20) O=S(=O)(N1CCCCC1)N1CCN(c2cc(Cl)ccc2Cl)CC1
(21) COc1cccc(NC(=O)CSc2nnc3c(n2)[nH]c2ccc(C)cc23)c1
(22) O=c1cc(-c2ccccc2)nc(Cc2c(Cl)cccc2Cl)[nH]1
(23) CC(C)NCc1c(O)c(Br)cc2oc3c(c12)CCCC3
(24) CCCCc1ccc(/C=C2\C(=O)c3ccccc3C(O)=C2C(=O)OCC)cc1

compound no.	17	18	19	20	21	22	23	24
APEX1 inh	6%	-3%	38%	7%	10%	10%	1%	-4%
POLK inh	-19%	-14%	-3%	-3%	-4%	4%	-13%	·
Pol beta inh	46%[activator]	-8%	-2%	-9%	11%	-15%	11%	-26%
Pol iota inh	131%[activator]	3%	107%[activator]	86%[activator]	7%	-15%	8%	·
BLM helicase inh	2%	-2%	-5%	-4%	-6%	-14%	-1%	-18%
BAZ2B inh	-4%	?	-2%	17%	-11%	-19%	5%	22µM*
POLH inh	4%	-16%	-22%	-20%	-9%	-21%	4%	·
Apoferritin bind	-2%	?	-8%	-4%	-4%	-8%	-11%	-9%
G9a inh	11µM*	?	20%	192%[activator]	24%	12%	?	6.3µM*

(25) COc1ccccc1CNC(=O)CCc1c(C)c2ccc(OC)c(C)c2oc1=O
(26) COC(=O)Nc1nnc(-c2ccncc2)s1
(27) Cc1cc(NCCCn2ccnc2)n2ncc(-c3ccc(Cl)cc3)c2n1
(28) Cc1cccc(NC(=O)CSc2nnc(NC(=O)CN3CCOCC3)s2)c1
(29) CCOC(=O)Cc1csc(NC(=O)CC(C)(C)CC(=O)O)n1
(30) Cc1ccc(/C=C/C(=O)Nc2cccc(S(=O)(=O)N3CCOCC3)c2)o1
(31) O=C(Nc1cccc(-c2nc3cccnc3s2)c1)c1ccco1
(32) Cc1ccc(C)c(NC(=S)N2CCN(S(C)(=O)=O)CC2)c1

compound no.	25	26	27	28	29	30	31	32
APEX1 inh	·	-1%	-3%	?	2%	9%	15%	2%
POLK inh	6%	-16%	3%	-12%	1%	-1%	-12%	-1%
Pol beta inh	1%	2%	-1%	17%	4%	-1%	15%	-6%
Pol iota inh	4%	-9%[58.9 µM]	3%	0%	2%	?	26%	64%[activator]
BLM helicase inh	3%	0%	2%	-2%	0%	-1%	5%	2%
BAZ2B inh	-3%	8%	?	-25%	0%	-32%	11%	-3%
POLH inh	-7%	-10%	-21%	-26%	-15%	-19%	12%	-25%
Apoferritin bind	5%	5%	-17%	-11%	11%	2%	0%	0%
G9a inh	?	?	37%[59 µM]	7.1µM*	14%	8.9µM*	1%[12.7 µM]	·

# 3 entries from above, bar-delimited.
entry | Molecule | APEX1 inh | POLK inh | Pol beta inh | Pol iota inh | BLM helicase inh | BAZ2B inh | POLH inh | Apoferritin bind | G9a inh
30 | Cc1ccc(/C=C/C(=O)Nc2cccc(S(=O)(=O)N3CCOCC3)c2)o1 | 9% | -1% | -1% | ? | -1% | -32% | -19% | 2% | 8.9µM*
31 | O=C(Nc1cccc(-c2nc3cccnc3s2)c1)c1ccco1 | 15% | -12% | 15% | 26% | 5% | 11% | 12% | 0% | 1%[12.7 µM]
32 | Cc1ccc(C)c(NC(=S)N2CCN(S(C)(=O)=O)CC2)c1 | 2% | -1% | -6% | 64%[activator] | 2% | -3% | -25% | 0% | ·

# Later entries
(33) CCOc1ccc(CNC(=O)CCCn2ccc3cc(S(=O)(=O)N4CCCC4)ccc32)cc1
(34) CC(SCC(=O)Nc1ccccc1Br)c1nc2ccccc2c(=O)[nH]1 (configuration not stated)
(35) CCOC(=O)[C@@H]1[C@H]2COc3cc(OC)ccc3[C@H]2N2C(=O)N(c3cccc(F)c3)C(=O)[C@@]12C
(36) CSc1nc(C)cc(C)c1C#N
(37) CC(=O)Nc1ccc2c(c1)nc1n2CCN(C(C)c2ccccc2)C1 (configuration not stated)
(38) CCOc1ccc(NC(=O)COc2ccc(-n3cnnn3)cc2)cc1
(39) CCC(C)NC(=O)Cn1nc([N+](=O)[O-])c(Cl)c1C (configuration not stated)
(40) CCOC(=O)CN1C(=O)N[C@@H](CCc2ccccc2)[C@H](C(=O)OC)[C@H]1C

compound no.	33	34	35	36	37	38	39	40
APEX1 inh	23%	-9%	-6%	-4%	13%	30%	-2%	-3%[12.4 µM]
POLK inh	4%	-1%	-9%	-4%	-1%	-10%	-17%	13%
Pol beta inh	20%	·	·	17%	7%	·	-9%	·
Pol iota inh	-7%	10%	0%	0%	10%	3%	-3%	-8%
BLM helicase inh	-5%	·	·	0%	-7%	·	1%	1%[12.4 µM]
BAZ2B inh	-10%	·	·	-19%	?	-1%	10%	·
POLH inh	-22%	-17%	-6%	-23%	-9%	1%	5%	0%
Apoferritin bind	41%[activator]	·	·	-6%	-2%	·	7%	·
G9a inh	23%	·	·	57%[activator]	?	39%[activator][12.7 µM]	24%[59 µM]	·

(41) Cc1nn(Cc2ccccc2)c2c1C(c1cccnc1)C(C#N)=C(N)O2 (configuration not stated)
(42) CCN(CC)S(=O)(=O)c1ccc(N2CCOCC2)c(NC(=O)C(C)(C)C)c1
(43) c1ccc(C2CCCN(Cc3nc(CC4CC4)no3)CC2)cc1 (configuration not stated)
(44) COc1cccc(C(=O)Nc2nc3c(s2)CCCC3)c1
(45) CN1Cc2sc(NC(=S)NC(=O)c3ccccc3)c(C#N)c2CC1(C)C
(46) O=C(O/N=C1/CCCc2occc21)c1ccccc1
(47) COc1ccc(NCc2nc3ccccc3n2CCOc2ccccc2)cc1
(48) COc1ccc(-c2nc3cccc(C)n3c2NCc2ccco2)cc1OC

compound no.	41	42	43	44	45	46	47	48
APEX1 inh	1%	4%	3%	·	-3%	-1%	-10%	-3%
POLK inh	-7%	-1%	2%	4%	-21%	-3%	-6%	-13%
Pol beta inh	?	44%	7%	-17%	-10%	11%	4%	?
Pol iota inh	?	27%	83%[activator]	26%	44%[activator]	16%	4%	?
BLM helicase inh	-6%	-4%	1%	-4%	5%	0%	-6%	-7%
BAZ2B inh	0%	-17%	-8%	?	45µM*	-26%	18µM*	50µM*
POLH inh	-2%	-22%	0%	-16%	-2%	-14%	-10%	?
Apoferritin bind	-8%	-1%	-14%	0%	-6%	?	-10%	-7%
G9a inh	50µM*	4%	17%[12.7 µM]	10µM*	10µM*	-4%[59 µM]	32µM*	45µM*

# Assay outcomes as filed in PubChem BioAssay.
